Screening results: PubChem, several laboratories
PostGolgi yeast: phenotypic screen on post-Golgi transport, primary screen; post-Golgi transport phenotypic cell assay; inhibition, % at 10 µM; 98,000 tested, 0.9% active; AID 739, 2007;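 note: yeast cells grown in 1536-well plates; yeast grown about 18 h at 30C before absorbance read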
S1P2 blocker: human S1P2 receptor antagonists, primary screen, cell-based | 97,000 tested, 0.21% active | cell-based S1P2 antagonist assay, inhibition at 5 uM | Sphingosine 1-phosphate receptor 2 (Homo sapiens), O95136 | inhibition, % at 5 µM | AID 736, 2007; in the data active = inhibition above about 45%;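 note: CRE beta-lactamase reporter cells expressing human S1P2 stimulated with S1P; 0% = agonist at EC80 alone and 100% = agonist plus reference antagonist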
Target sequence (O95136 whole entry, looked up): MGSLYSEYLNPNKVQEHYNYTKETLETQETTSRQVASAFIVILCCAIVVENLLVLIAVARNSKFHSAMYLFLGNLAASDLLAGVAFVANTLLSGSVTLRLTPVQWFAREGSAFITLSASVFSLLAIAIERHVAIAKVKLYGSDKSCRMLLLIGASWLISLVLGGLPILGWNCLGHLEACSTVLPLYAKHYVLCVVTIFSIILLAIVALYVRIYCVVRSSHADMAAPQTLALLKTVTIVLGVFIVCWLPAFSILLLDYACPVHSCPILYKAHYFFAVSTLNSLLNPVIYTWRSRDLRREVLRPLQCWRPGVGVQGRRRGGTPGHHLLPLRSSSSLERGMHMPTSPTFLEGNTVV
sEH inh: soluble epoxide hydrolase inhibitors, primary screen, biochemical, human sEH. Bifunctional epoxide hydrolase 2 (Homo sapiens), P34913. recombinant human sEH enzymatic activity assay. inhibition, % at 2 µM. 91,000 tested, 0.34% active; in the data active = inhibition above about 80%; note: values of inactives mirror those of a sister screen read the other way; many of its hits are not listed in these tables
Target sequence (P34913 whole entry, looked up): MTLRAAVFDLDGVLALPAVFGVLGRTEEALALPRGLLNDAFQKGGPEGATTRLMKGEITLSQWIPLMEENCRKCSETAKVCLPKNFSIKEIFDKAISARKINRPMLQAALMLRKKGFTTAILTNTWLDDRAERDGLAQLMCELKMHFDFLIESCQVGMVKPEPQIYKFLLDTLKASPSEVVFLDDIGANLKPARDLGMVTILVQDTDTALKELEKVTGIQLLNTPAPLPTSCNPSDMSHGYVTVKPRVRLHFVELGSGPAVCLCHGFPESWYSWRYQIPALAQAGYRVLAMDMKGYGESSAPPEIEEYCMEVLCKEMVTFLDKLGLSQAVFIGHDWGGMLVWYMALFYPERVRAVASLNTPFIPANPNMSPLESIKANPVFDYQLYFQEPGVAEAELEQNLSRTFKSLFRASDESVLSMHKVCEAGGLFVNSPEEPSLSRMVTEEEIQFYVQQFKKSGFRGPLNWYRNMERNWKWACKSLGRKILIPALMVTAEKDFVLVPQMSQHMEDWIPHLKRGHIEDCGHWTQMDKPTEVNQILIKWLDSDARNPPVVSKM
Ecoli WT expand: growth inhibitors of wild-type E. coli, primary screen, strain BW25113, expanded library, OD600; 98,000 tested, 0.15% active; OD600 absorbance; growth inhibition, % at 100 µM; AID 710, 2007;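 active = growth inhibition above about 50% at one test dose, limit read from the data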;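 note: growth measured after 20 h incubation at 37 °C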
PostGolgi ctrl: growth inhibition of yeast control strain, primary screen, counter-screen for post-Golgi transport modulator project; efflux-deficient yeast background strain, growth absorbance A615, 16 h; inhibition, % at 10 µM; 98,000 tested, 5% active; AID 738, 2007
S1P2 ag: S1P2 receptor agonists, primary screen, cell-based; activation, % at 4.5 µM; S1P2-expressing cell line, agonist reporter read-out; AID 729, 2007; 97,000 tested, 0.46% active; Sphingosine 1-phosphate receptor 2 (Homo sapiens), O95136; in the data active = activation above about 16%;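 note: 0% = vehicle low control and 100% = maximal reference agonist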
PLAP act: PLAP enzyme activators, biochemical, luminescence, HTS; purified PLAP enzyme, luminescent substrate read-out; stronger effect = higher value; activation fold at 20 µM; 96,000 tested, 1.2% active; in the data active = activation fold above about 2
sEH act: soluble epoxide hydrolase activators, primary screen, biochemical, human sEH; Bifunctional epoxide hydrolase 2 (Homo sapiens), P34913; purified human sEH enzymatic activity, activator screen; activation, % at 2 µM; 91,000 tested, 0.04% active; AID 717, 2007; in the data active = activation above about 37%; note: values of inactives mirror those of a sister screen read the other way
Mac1 fbg inh: inhibitors of CD11b/CD18 adhesion to fibrinogen, primary screen, K562 cells, luminescence; Integrin beta-2 (Homo sapiens) + Integrin alpha-M (Homo sapiens), P05107+P11215; ATPlite luminescence; Mn2+ added to activate the integrin; inhibition, % at 10 µM; 93,000 tested, 0.54% active; AID 1497, 2009;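 active = primary inhibition of 50% or more at 10 µM, then 40% or more on retest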; note: some results filed as inactive read as strong as hits
* marks the source's active call; other numbers are inactive results. Cut-off read from the data, not from the text of the source, unless noted: active = inhibition above about 30%; inactive = the rest.

CCSc1ccccc1C(=O)n1nnc2ccccc21 was read as PostGolgi yeast 8.2, S1P2 blocker 30.8, sEH inh 20.7, Ecoli WT expand -1.0, PostGolgi ctrl 14.0, S1P2 ag -5.8, PLAP act 1, sEH act -20.6 and Mac1 fbg inh 4.6.
`O=C(c1ccccc1C(=O)N1CCN(c2ccccc2F)CC1)N1CCN(c2ccccc2F)CC1` gave PostGolgi yeast 9.0, Ecoli WT expand 3.0, PostGolgi ctrl 12.7, PLAP act 1.5 and Mac1 fbg inh 13.5.
Screening CCCNC(=O)C1CCN(c2ccc(S(=O)(=O)N3CCOCC3)cc2Cl)CC1 returned S1P2 blocker -0.1, sEH inh 26.8, S1P2 ag -5.4 and sEH act -22.6.
CCCN1C2CCCC1CC(NC(=O)c1ccccc1)C2 (stereo not drawn) was read as PostGolgi yeast -4.6, S1P2 blocker 15.0, sEH inh -12.9, Ecoli WT expand -6.0, PostGolgi ctrl -0.8, S1P2 ag -6.7, PLAP act 0.7, sEH act 13.4 and Mac1 fbg inh -10.9.
Screening O=C1C2C3C=CC(C3)C2C(=O)N1c1ncn[nH]1 (stereo not drawn) returned PostGolgi yeast 8.7, S1P2 blocker 19.1, sEH inh -12.6, Ecoli WT expand -8.0, PostGolgi ctrl 35.2*, S1P2 ag -5.2, PLAP act 1, sEH act 13.7 and Mac1 fbg inh -6.7.
Screening O=C(Cc1csc(N2CCOCC2)n1)N/N=C/c1ccc(Cl)cc1Cl returned PostGolgi yeast -6.8, S1P2 blocker 6.4, sEH inh 79.7, Ecoli WT expand 2.0, PostGolgi ctrl 11.1, S1P2 ag 1.3, PLAP act 1.6, sEH act -79.1 and Mac1 fbg inh 55.2*.
O=S(=O)(c1ccc(Cl)s1)N1CCCc2cccc(O)c21 was read as PostGolgi yeast -1.4, S1P2 blocker -4.4, sEH inh 10.4, Ecoli WT expand 8.0, PostGolgi ctrl 19.1, S1P2 ag -0.8, PLAP act 0.6, sEH act -9.4 and Mac1 fbg inh 4.9.
For CCCCn1c(CN2CCN(C)CC2)nc2ccccc21 the results were PostGolgi yeast 5.2, S1P2 blocker 10.6, sEH inh -10.8, Ecoli WT expand -2.0, PostGolgi ctrl -2.7, S1P2 ag 1.4, PLAP act 1.6, sEH act 12.1 and Mac1 fbg inh 6.3.
`C=CCn1c(SCC(=O)NC2CCS(=O)(=O)C2)nc2scc(C3CC3)c2c1=O` (stereo not drawn) gave PostGolgi yeast 14.6, S1P2 blocker -19.7, sEH inh 7.2, Ecoli WT expand -4.0, PostGolgi ctrl -2.8, S1P2 ag -3.2, PLAP act 1.7, sEH act -6.7 and Mac1 fbg inh -1.5.
CC(C)(C)OC(=O)NCC(=O)NCC(=O)OCc1ccccc1 was read as PostGolgi yeast 0.6, S1P2 blocker 10.5, sEH inh 1.9, Ecoli WT expand -3.0, PostGolgi ctrl 0.6, S1P2 ag -5.8, PLAP act 1, sEH act 0.0 and Mac1 fbg inh -16.9.
O=C(O)CCC(=O)N1CCN(c2ccc(C(=O)c3ccc(F)cc3)cc2)CC1 was read as PostGolgi yeast 5.5, S1P2 blocker 3.9, sEH inh 7.3, Ecoli WT expand -2.0, PostGolgi ctrl -4.3, S1P2 ag -4.0, PLAP act 1.3, sEH act -4.8 and Mac1 fbg inh 3.0.
`CCOC(=O)Cn1c(-c2cccnc2Cl)nc2cc(Cl)c(Cl)cc21` gave PostGolgi yeast 12.7, S1P2 blocker -9.0, sEH inh 8.8, Ecoli WT expand -4.0, PostGolgi ctrl 33.4*, S1P2 ag -6.8, PLAP act 1, sEH act -6.3 and Mac1 fbg inh -1.9.
Screening Cc1[nH]c2ccccc2c1/C=N/Nc1nc(Nc2ccc(F)cc2)nc(N2CCOCC2)n1 returned PostGolgi yeast -1.7, S1P2 blocker 30.3, sEH inh 8.3, Ecoli WT expand 0.0, PostGolgi ctrl 26.1, S1P2 ag -7.1, PLAP act 1.2, sEH act -6.6 and Mac1 fbg inh -0.6.
Screening O=C(c1ccccc1C(F)(F)F)N1CCN(S(=O)(=O)c2ccccc2)CC1 returned PostGolgi yeast 1.8, S1P2 blocker -12.8, sEH inh 10.9, Ecoli WT expand -3.0, PostGolgi ctrl 1.8, S1P2 ag -3.4, PLAP act 1.1, sEH act -12.6 and Mac1 fbg inh 3.4.
For O=C(CCS(=O)(=O)c1ccc(Cl)cc1)N1CCN(c2ccccc2F)CC1 the results were PostGolgi yeast 5.3, S1P2 blocker 0.9, Ecoli WT expand -6.0, PostGolgi ctrl -0.9, S1P2 ag -3.0, PLAP act 1.2 and Mac1 fbg inh 7.6.

The closing 3 compounds of the part before are carried over, then new ones follow:
Screening Cc1[nH]c2ccccc2c1/C=N/Nc1nc(Nc2ccc(F)cc2)nc(N2CCOCC2)n1 returned PostGolgi yeast -1.7, S1P2 blocker 30.3, sEH inh 8.3, Ecoli WT expand 0.0, PostGolgi ctrl 26.1, S1P2 ag -7.1, PLAP act 1.2, sEH act -6.6 and Mac1 fbg inh -0.6.
Screening O=C(c1ccccc1C(F)(F)F)N1CCN(S(=O)(=O)c2ccccc2)CC1 returned PostGolgi yeast 1.8, S1P2 blocker -12.8, sEH inh 10.9, Ecoli WT expand -3.0, PostGolgi ctrl 1.8, S1P2 ag -3.4, PLAP act 1.1, sEH act -12.6 and Mac1 fbg inh 3.4.
For O=C(CCS(=O)(=O)c1ccc(Cl)cc1)N1CCN(c2ccccc2F)CC1 the results were PostGolgi yeast 5.3, S1P2 blocker 0.9, Ecoli WT expand -6.0, PostGolgi ctrl -0.9, S1P2 ag -3.0, PLAP act 1.2 and Mac1 fbg inh 7.6.
For COc1ccc(CN2CCC(C(=O)NCCc3ccc(OC)c(OC)c3)CC2)c(OC)c1 the results were PostGolgi yeast -0.3, S1P2 blocker -18.2, sEH inh -16.7, Ecoli WT expand 8.0, PostGolgi ctrl 2.3, S1P2 ag -2.1, PLAP act 1.8, sEH act 17.6 and Mac1 fbg inh -2.0.
For CCOC(=O)c1c(C)c(C(=O)NCc2ccco2)c(C)n1Cc1ccccc1 the results were PostGolgi yeast -2.9, S1P2 blocker 3.5, sEH inh 0.4, Ecoli WT expand -13.0, PostGolgi ctrl 2.6, S1P2 ag -4.9, PLAP act 0.9, sEH act 0.0 and Mac1 fbg inh -4.3.
COC(=O)c1ccccc1S(=O)(=O)N(CCCN1CCOCC1)Cc1cccs1 was read as PostGolgi yeast -2.2, S1P2 blocker 7.9, sEH inh 9.4, Ecoli WT expand -4.0, PostGolgi ctrl -1.7, S1P2 ag -4.2 and sEH act -4.8.
CSc1ccccc1NS(=O)(=O)c1ccccc1 was read as PostGolgi yeast -2.8, S1P2 blocker -8.5, sEH inh 2.3, Ecoli WT expand 1.0, PostGolgi ctrl 7.4, S1P2 ag -3.1, PLAP act 1.1, sEH act -3.9 and Mac1 fbg inh 3.9.
For O=C(CCn1nc(-c2ccc(Cl)cc2)ccc1=O)NCc1ccccn1 the results were PostGolgi yeast -1.2, S1P2 blocker 12.3, sEH inh -13.6, Ecoli WT expand 4.0, PostGolgi ctrl 11.7, S1P2 ag -7.3, PLAP act 1 and sEH act 12.8.
`O=C(CSc1nnc(Cc2cccs2)n1-c1ccccc1)NC1CCCCC1` gave PostGolgi yeast -2.9, S1P2 blocker -1.7, sEH inh 10.2, Ecoli WT expand 1.0, PostGolgi ctrl -1.6, S1P2 ag 0.6, PLAP act 1.4, sEH act -7.3 and Mac1 fbg inh 8.1.
For CCC(c1nnnn1Cc1ccc2c(c1)OCO2)N1CCN(c2ccc(F)cc2)CC1 (stereo not drawn) the results were PostGolgi yeast 5.8, S1P2 blocker 20.7, sEH inh -2.2, Ecoli WT expand -4.0, PostGolgi ctrl 9.6, S1P2 ag -12.3, PLAP act 1.4, sEH act 1.8 and Mac1 fbg inh -5.1.
For O=C(Cc1ccccc1)NNC(=O)Nc1cccc(Cl)c1 the results were PostGolgi yeast 3.8, S1P2 blocker 22.4, sEH inh 13.5, Ecoli WT expand -6.0, PostGolgi ctrl 11.2, S1P2 ag -13.0, PLAP act 1.1, sEH act -12.9 and Mac1 fbg inh 7.9.
For COc1ccc(CC2NCCC3(O)CCCCC23)cc1 (stereo not drawn) the results were PostGolgi yeast -4.8, S1P2 blocker 2.5, sEH inh 8.1, Ecoli WT expand 8.0, PostGolgi ctrl 16.1, S1P2 ag -9.1, PLAP act 1, sEH act -7.7 and Mac1 fbg inh -4.2.
CCOC(=O)N1CCN(Cc2cccs2)CC1 was read as PostGolgi yeast 3.0, S1P2 blocker 13.6, sEH inh -5.8, Ecoli WT expand 8.0, PostGolgi ctrl 5.1, S1P2 ag -3.1, PLAP act 1, sEH act 6.8 and Mac1 fbg inh -6.1.
CCOc1ccccc1C(=O)Nc1ccc(S(=O)(=O)N2CCOCC2)cc1 was read as PostGolgi yeast -3.2, S1P2 blocker -3.5, sEH inh 5.3, Ecoli WT expand -1.0, PostGolgi ctrl 10.0, S1P2 ag 1.3, PLAP act 1.6, sEH act -5.6 and Mac1 fbg inh -5.3.
`Nc1nc(-c2cccnc2)nn1C(=O)COc1ccccc1` gave PostGolgi yeast -0.8, S1P2 blocker -12.1, sEH inh 5.7, Ecoli WT expand -3.0, PostGolgi ctrl 0.9, S1P2 ag -2.6, PLAP act 0.8, sEH act -6.3 and Mac1 fbg inh -4.5.
O=C(c1noc2c1CCCCC2)N1CCOCC1 was read as PostGolgi yeast 5.2, Ecoli WT expand -3.0, PostGolgi ctrl 19.7, PLAP act 1 and Mac1 fbg inh -5.7.
CCCCn1c(=NC(=O)c2cccnc2)c(C(=O)OCC)cc2c(=O)n3ccccc3nc21 was read as PostGolgi yeast -2.5, S1P2 blocker -12.3, sEH inh -6.1, Ecoli WT expand -9.0, PostGolgi ctrl 29.7, S1P2 ag 8.6, PLAP act 1, sEH act 4.8 and Mac1 fbg inh 2.8.
For COc1ccc(OC)c(NC(=O)C2CCCN(S(=O)(=O)c3cccc4nonc34)C2)c1 (stereo not drawn) the results were PostGolgi yeast 14.8, S1P2 blocker -21.2, sEH inh -3.8, Ecoli WT expand 0.0, PostGolgi ctrl 5.5, S1P2 ag -3.9, PLAP act 0.8, sEH act 0.7 and Mac1 fbg inh -17.8.
Screening Cc1nc(CSc2ccc(Cl)cc2)cc(N2CCOCC2)n1 returned PostGolgi yeast 4.5, S1P2 blocker -19.3, sEH inh -14.2, Ecoli WT expand 4.0, PostGolgi ctrl 0.9, S1P2 ag -5.9, PLAP act 1, sEH act 13.3 and Mac1 fbg inh -5.0.
Screening CCCc1ccc(-c2cc(NC(=O)CSc3n[nH]c(N)n3)n(-c3ccccc3)n2)cc1 returned PostGolgi yeast -0.6, S1P2 blocker 5.8, sEH inh -1.6, Ecoli WT expand 10.0, PostGolgi ctrl 5.4, S1P2 ag -7.4, PLAP act 1.9, sEH act 4.1 and Mac1 fbg inh -5.1.
CNC(=O)c1cccc(N2CCCC2=O)c1 was read as PostGolgi yeast -5.0, S1P2 blocker 0.4, sEH inh 7.2, Ecoli WT expand 0.0, PostGolgi ctrl -6.5, S1P2 ag -2.5, PLAP act 1.1, sEH act -5.9 and Mac1 fbg inh 15.6.
Cc1ccc(CNC(=O)C2CC(c3cccc([N+](=O)[O-])c3)=NO2)o1 (stereo not drawn) was read as PostGolgi yeast -5.0, S1P2 blocker -3.4, sEH inh 17.8, Ecoli WT expand 11.0, PostGolgi ctrl 2.7, S1P2 ag -6.5, PLAP act 1.1, sEH act -17.1 and Mac1 fbg inh 13.0.
Screening COc1ccc(NC(=O)C(NC(=O)OC(C)(C)C)C(C)OCc2ccccc2)cc1 (stereo not drawn) returned PostGolgi yeast -7.4, S1P2 blocker 25.7, sEH inh -8.5, Ecoli WT expand 0.0, PostGolgi ctrl 9.8, S1P2 ag -5.7, PLAP act 0.9, sEH act 9.6 and Mac1 fbg inh 9.3.
CSCCC(NS(=O)(=O)c1ccc2c(c1)oc(=O)n2C)C(=O)NC1CCCc2ccccc21 (stereo not drawn) was read as PostGolgi yeast -4.5, S1P2 blocker 8.7, sEH inh 11.7, Ecoli WT expand 2.0, PostGolgi ctrl -5.8, S1P2 ag -4.1, PLAP act 0.9, sEH act -12.4 and Mac1 fbg inh 0.4.
